# Screens from PubChem BioAssay.
# H1N1 NS1A inhibition: NS1A inhibition, H1N1 influenza, cell based functional assay (AID 504329); hit rate 0.3% among 340,000; inhibition, % at 12.5 µM, or IC50 in µM where a hit was titrated; NS1A functional cell-based assay, percent inhibition; higher % means a stronger effect; in the data active means a potency from the dose series; inconclusive means inhibition above about 27% without an active follow-up result; further: strong numbers were not always called active
# tuberculosis growth: growth inhibition of non-replicating M. tuberculosis (AID 488890); Mycobacterium tuberculosis non-replicating, growth inhibition; higher % means a stronger effect; inhibition, % at 25 µM, or IC50 in µM where a hit was titrated; hit rate 0.39% among 320,000; in the data active means a potency from the dose series; inconclusive means inhibition mostly from about 82% at the one dose, without a potency; inactive means the rest, 99 in 100 with inhibition below about 76%;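 further: plate controls were DMSO cells for no effect and high antibiotic wells for full effect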
# M. tuberculosis HTS: M. tuberculosis growth inhibition, HTS (AID 449762). M. tuberculosis H37Rv growth inhibition, 7H9 media; higher % means a stronger effect. inhibition, % at 25 µM, or IC50 in µM where a hit was titrated. hit rate 0.59% among 330,000; in the data active means a potency from the dose series; inconclusive means inhibition above about 70% without an active follow-up result;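 further: bacterial growth assessed after seven days of incubation; strong numbers were not always called active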
# VEEV TC-83 Vero: inhibitors of VEEV TC-83 cytopathic effect, confirmation, Vero cells (AID 588727); Vero cells, VEEV TC-83 cytopathic effect inhibition; higher % means a stronger effect; one-dose inhibition, % at 20 µM; IC50 in µM for titrated hits; hit rate 0.13% among 350,000; in the data active means a potency from the dose series; inconclusive means inhibition mostly from about 14% at the one dose, without a potency; inactive means the rest, 99 in 100 with inhibition below about 12%; further: strong numbers were not always called active
# PhoP GFP inhibition: Inhibition of PhoP regulon, Salmonella typhi GFP reporter cells, confirmation, 4 h (AID 1850). hit rate 0.33% among 310,000. inhibition, % at 50 µM; hits with a dose series show IC50 in µM. Salmonella Typhi PhoP-promoter GFP reporter, fluorescence, 4 h; higher % means a stronger effect; in the data active means a potency from the dose series; inconclusive means inhibition mostly from about 25% at the one dose, without a potency; inactive means the rest, 99 in 100 with inhibition below about 19%;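 further: 0% = induced wells with vehicle and 100% = uninduced wells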
# VEEV TC-83 Vero 10K pilot screen: further read-out of VEEV TC-83 Vero, marked with its call; inhibition, %; measured here: 10K pilot screen inhibition
# * hit, by the source's call; i = inactive; ? = inconclusive; . = no result given.
SMILES,H1N1 NS1A inhibition,tuberculosis growth,M. tuberculosis HTS,VEEV TC-83 Vero,PhoP GFP inhibition,others
Cn1cc(CN2CCCC(C(=O)Nc3cccc(-n4cccn4)c3)C2)cn1 (stereo not drawn),-6%,-1%,7%,i,1%,
O=C(CN1C(=O)NC(c2ccccc2)(c2ccccc2)C1=O)NC1CCS(=O)(=O)C1 (stereo not drawn),-15%,12%,-8%,0.7%,.,
Nc1nccnc1C(=O)OCC(=O)Nc1ccc2[nH]c(=O)[nH]c2c1,-14%,-2%,-2%,2.2%,5%,
CC1C(=O)Nc2ccc(S(=O)(=O)NCCc3ccc(Cl)cc3)cc2NC1=O (stereo not drawn),1%,48%,-2%,1.4%,8%,
O=C(N[C@@H](Cc1c[nH]c2ccccc12)C(=O)O)OCC1c2ccccc2-c2ccccc21,-11%,.,.,1.4%,.,
CN1CC(C(=O)c2cccs2)C(c2ccc(Cl)cc2)C1 (stereo not drawn),-24%,-7%,-4%,3.5%,7%,
O=C(/C=C/c1cccc(F)c1)NCc1ccc2c(c1)OCO2,7%,6%,-4%,i,11%,
CCN(CC)C(=O)C(Oc1ccc(S(=O)(=O)N2CCCC2)cc1[N+](=O)[O-])c1ccccc1 (stereo not drawn),7%,17%,1%,i,12%,
CCc1cc(CC)c(/C=N/NC(N)=O)c(CC)c1,-7%,6%,0%,1.2%,0%,
COc1ccc(NC(=O)c2[nH]c(C)c(C(C)=O)c2C)cc1S(=O)(=O)Nc1ccc(Br)cc1,-3%,-3%,3%,0.4%,-7%,
COC(=O)c1scc(S(=O)(=O)C(C)C)c1N/N=C(\C#N)C(=O)c1ccc(Cl)cc1,3%,6%,-8%,4.1%,1%,
Nc1ncc(S(=O)(=O)c2ccc(Cl)cc2)c(N)n1,-22%,-11%,2%,i,-4%,
O=C(NCCS(=O)(=O)c1ccc(Br)cc1)c1ccccc1Cl,1%,1%,5%,0.2%,-11%,
CCOC(=O)C1CCCN(C(=O)C2CCC(CNS(=O)(=O)c3ccc(NC(C)=O)cc3)CC2)C1 (stereo not drawn),-23%,15%,2%,0.5%,-8%,
CCOc1ccc(COC(=O)C2CC(=O)N(CCc3ccccc3)C2)cc1OC (stereo not drawn),-15%,22%,14%,0.2%,.,
CCOC(=O)CC1C(=O)NCCN1c1nc2c(C)cccn2c(=O)c1/C=C1\SC(=S)N(C(C)CC)C1=O (stereo not drawn),.,41%,8%,.,-28%,
N#CC1C(C#N)N2CCCN2C1c1ccc(Br)cc1 (stereo not drawn),-2%,3%,3%,i,3%,
S=C(Nc1ccccc1Cl)N1CCC(c2ccccc2)C1 (stereo not drawn),-14%,31%,11%,0.1%,16%,
CC1(C)Cc2ccccc2-c2n[nH]c(=S)n21,3%,0%,-7%,i,-11%,
O=S(=O)(c1ccccc1)C1(S(=O)(=O)c2ccccc2)CCCC1,-9%,11%,-5%,1.2%,1%,
CCCCn1c(SCC(=O)Nc2nnc(CC)s2)nc2ccccc2c1=O,2%,6%,6%,i,-5%,
CCOC(=O)c1c(C)[nH]c(C(=O)OCC(=O)Nc2ccc(Cl)cn2)c1C,5%,-10%,-14%,11%,.,
O=C(c1noc2c1CCCC2)N1CCC(CO)(Cc2ccccc2Cl)CC1,9%,9%,-2%,8.2%,-2%,
COc1ccc(CN2CCOCC2)c(C)c1C,-4%,-9%,-9%,1.6%,-7%,

# A draw from above in order of formula weight, rising:
SMILES,H1N1 NS1A inhibition,tuberculosis growth,M. tuberculosis HTS,VEEV TC-83 Vero,PhoP GFP inhibition,others
CC1(C)Cc2ccccc2-c2n[nH]c(=S)n21,3%,0%,-7%,i,-11%,
S=C(Nc1ccccc1Cl)N1CCC(c2ccccc2)C1 (stereo not drawn),-14%,31%,11%,0.1%,16%,
O=C(c1noc2c1CCCC2)N1CCC(CO)(Cc2ccccc2Cl)CC1,9%,9%,-2%,8.2%,-2%,

# The listing picks up; the two compounds before the break are reprinted first.
SMILES,H1N1 NS1A inhibition,tuberculosis growth,M. tuberculosis HTS,VEEV TC-83 Vero,PhoP GFP inhibition,others
O=C(c1noc2c1CCCC2)N1CCC(CO)(Cc2ccccc2Cl)CC1,9%,9%,-2%,8.2%,-2%,
COc1ccc(CN2CCOCC2)c(C)c1C,-4%,-9%,-9%,1.6%,-7%,
CC(CCN1CC1)=NNC(=O)Nc1cccc2ccccc12,11%,.,.,0.4%,.,
CC1=NN(C(=O)Cn2ccc([N+](=O)[O-])n2)C(O)(C(F)(F)F)C1 (stereo not drawn),-2%,4%,-1%,0.5%,4%,
O=C(CN1C(=O)NC2(CCCC2)C1=O)N1CCN(c2ccccc2Cl)CC1,-4%,0%,-5%,1.7%,0%,
CC(C)Cc1nnc(NC(=O)CCC(=O)NC2CCCc3ccccc32)s1 (stereo not drawn),-3%,-2%,-1%,i,-7%,
O=C(Nc1cccnc1)C1CCCN(S(=O)(=O)c2cccc3nsnc23)C1 (stereo not drawn),10%,-8%,7%,3.1%,-10%,VEEV TC-83 Vero 10K pilot screen=1.0
CN(C)/C=N/c1c(C#N)cnn1-c1nc2ccccc2s1,3%,0%,3%,2.8%,2%,
COC(=O)c1ccc(C(NC(=O)OCc2ccccc2)/C(C)=C/[C@@H](C)C(=O)NCc2ccc(-c3ccccc3)cc2)cc1 (stereo partly drawn),-10%,8%,3%,7.8%,-10%,
CC(C)(C)CC(C)(C)NC(=S)Nc1ccc(S(=O)(=O)N2CCOCC2)cc1,2%,51%,-7%,0.3%,-8%,
CSc1ccc(Cl)c(C(=O)NCCOc2cc(C(C)C)ccc2C)c1,-1%,15%,0%,i,-2%,
O=C(Nc1ccc(Oc2cccnc2)cc1)C1CCN(Cc2ccccc2F)CC1,-1%,.,.,8.2%,.,
Cc1ccccc1OCC(O)CN1CCN(CC(O)COc2ccccc2C)C(C)C1 (stereo not drawn),18%,41%,6%,0.5%,-10%,
O=[N+]([O-])c1nn(-c2ccc(Cl)cc2)n(O)c1=NCc1cccnc1,1%,?,99%,0.1%,-7%,
COc1ccc(-n2nnnc2CNC(=O)c2ccc3c(c2)OCO3)cc1,-12%,3%,-2%,7.5%,-3%,
Cc1cccc(NC(=O)Nc2cc(C)on2)c1,-6%,.,-5%,1.7%,3%,
CC(=O)N1c2ccc(S(=O)(=O)NCCC(=O)Nc3ccc(C)c(Cl)c3)cc2CC1C (stereo not drawn),6%,21%,22%,i,1%,
COc1ccc(NS(=O)(=O)c2cccc(C(=O)N3CCN(S(=O)(=O)c4ccccc4)CC3)c2)cc1,1%,.,.,7.8%,.,
Cc1ccc(OCCN2CCN(C(=O)CCC(=O)Nc3nnc(C)s3)CC2)cc1,3%,-1%,-3%,1.3%,-3%,
CCCCc1nc2cc(C(=O)NCc3ccccn3)ccc2o1,-7%,-6%,5%,1.1%,0%,
Cc1ccc(-n2nc3c(c2NC(=O)c2ccccc2Br)CS(=O)C3)cc1 (stereo not drawn),3%,.,-5%,0.7%,7%,
CC(c1nnc(SCC(=O)N2CCc3ccccc32)n1-c1ccc(Cl)cc1)N(C)C (stereo not drawn),9%,12%,-2%,8.9%,-2%,
CCCNC(=O)c1nn2c(C(F)(F)F)cc(-c3ccccc3)nc2c1Cl,-1%,1%,0%,0.3%,-5%,
CCC(c1nnnn1Cc1ccco1)N1CCN(c2cc(Cl)ccc2C)CC1 (stereo not drawn),2%,29%,32%,0.6%,-4%,
CCOc1ccccc1CNC(=O)CCN1C(=O)COc2ccccc21,-1%,16%,0%,0.1%,-15%,
Cc1cccc2sc(NC(=O)C3CCCO3)nc12 (stereo not drawn),7%,10%,-4%,i,-9%,
COC(=O)c1ccccc1NC(=O)c1ccccc1N(C)S(C)(=O)=O,-8%,13%,-3%,2.4%,6%,
O=C(OCn1cncn1)c1ccc(Cl)cc1Cl,2%,26%,56%,i,3%,
CCOc1ccc(OCC)c(N=c2oc3c(C)ncc(CO)c3cc2C(N)=O)c1,10%,2%,2%,9.3%,-1%,
COC(=O)c1cc2nc(-c3ccccc3)cc(C(F)(F)F)n2n1,1%,18%,1%,0.5%,-10%,
C/C(=N/NC(=O)C1CC1(c1ccccc1)c1ccccc1)c1cccs1 (stereo not drawn),8%,-3%,10%,0.6%,-9%,
CCOC(=S)SCC(=O)N1CCc2ccccc2C1C1C(=O)CCCC1=O (stereo not drawn),-17%,-8%,5%,i,-3%,
Cc1nn(C(C)C(=O)N2CCN(c3ccccn3)CC2)c(=O)c2cc3occc3n12 (stereo not drawn),-8%,-7%,-4%,1.1%,7%,
COc1ccc(CC(=O)NNS(=O)(=O)c2ccc3ccccc3c2)cc1OC,-7%,14%,5%,0.8%,-9%,
CSc1ccc(S(=O)(=O)Nc2ccc3c(c2)OCCO3)cc1,-2%,5%,-3%,1.2%,0%,
Cc1ccc(NC2=CC(=O)CC(C)(C)C2)cc1Cl,-10%,59%,64%,i,-11%,
CCCCN1C(=O)N(c2ccccc2Cl)C(C)(O)CC1(C)C (stereo not drawn),-9%,1%,1%,i,2%,
Cc1ccc(-c2csc(N(C)C(=O)c3c(C)nn(-c4ccccc4)c3Cl)n2)cc1,2%,12%,6%,1.3%,-6%,

# In the list so far, these have bromine.
SMILES,H1N1 NS1A inhibition,tuberculosis growth,M. tuberculosis HTS,VEEV TC-83 Vero,PhoP GFP inhibition,others
COc1ccc(NC(=O)c2[nH]c(C)c(C(C)=O)c2C)cc1S(=O)(=O)Nc1ccc(Br)cc1,-3%,-3%,3%,0.4%,-7%,
O=C(NCCS(=O)(=O)c1ccc(Br)cc1)c1ccccc1Cl,1%,1%,5%,0.2%,-11%,
N#CC1C(C#N)N2CCCN2C1c1ccc(Br)cc1 (stereo not drawn),-2%,3%,3%,i,3%,
Cc1ccc(-n2nc3c(c2NC(=O)c2ccccc2Br)CS(=O)C3)cc1 (stereo not drawn),3%,.,-5%,0.7%,7%,

# Next compounds
SMILES,H1N1 NS1A inhibition,tuberculosis growth,M. tuberculosis HTS,VEEV TC-83 Vero,PhoP GFP inhibition,others
COc1ccc(C2CC(c3ccccc3)Nc3nc(N)nn32)cc1 (stereo not drawn),3%,8%,29%,2.8%,-10%,
COc1ccc(OC)c(-c2nc(C(=O)NC3CCN(Cc4ccccc4)CC3)cc3c2[nH]c2ccccc23)c1,14%,-14%,-5%,6.2%,4%,
O=C(Nc1nccs1)c1cc(N2CCOCC2)nc2ccccc12,-22%,8%,0%,5.7%,1%,
COc1ccc(C(C(=O)NC2CCCCC2)N(C(=O)CCl)c2cccc(Cl)c2)cc1 (stereo not drawn),1%,63%,-2%,10.0%,0%,VEEV TC-83 Vero 10K pilot screen=8.1
Cc1ncoc1C(=O)Nc1ccc2c(c1)OCCO2,4%,1%,-2%,i,-2%,
CCCc1ccc(OCc2ccc(C(=O)N/N=C/c3cccc([N+](=O)[O-])c3)o2)c(OC)c1,16%,-10%,-1%,1.0%,6%,
COc1ccc(S(=O)(=O)N(CC(=O)N2CCN(C)CC2)c2ccc(C)cc2)cc1OC,6%,-10%,-6%,i,-13%,
CC(=O)Cc1c(C(=O)O)c(C)nn1-c1ccccc1,-5%,-3%,5%,0.8%,-4%,
O=C(Cc1c(F)cccc1Cl)NNC(=O)c1cccs1,-15%,-8%,-2%,2.0%,.,
Cc1nc(NCCCn2ccnc2)c2ccccc2n1,8%,8%,-4%,i,0%,
CCOC(=O)c1nc(C)n(-c2cc(Cl)ccc2Cl)n1,2%,19%,-5%,i,36%,
O=S(=O)(NCc1cccnc1)c1ccccc1,5%,-8%,0%,4.0%,1%,
CCOc1ccc(Nc2nc(NCC(=O)O)nc(N)c2[N+](=O)[O-])cc1,-9%,-3%,-4%,i,-13%,
CCOc1ccccc1NC(=O)COC(=O)C1CC(=O)N(c2c(C)cccc2C)C1 (stereo not drawn),2%,15%,7%,i,-2%,
CCCCOn1c(C)c(C(C)=O)c2c3no[n+]([O-])c3ccc21,12%,3%,0%,0.3%,-5%,
Cc1ccc(S(=O)(=O)C2(C(=O)NC3CCCC3)CC2)cc1,-7%,-6%,-12%,i,5%,
CC(=O)NC(Cc1ccccc1)C(=O)N1CCN(C(=S)NCC(C)C)CC1 (stereo not drawn),1%,-2%,-8%,0.6%,-1%,
COCCNC(=O)c1ccc(CS(=O)(=O)c2ccccc2)o1,2%,-5%,11%,0.4%,11%,
O=C(NCc1cccnc1)Nc1cccc(F)c1,-7%,18%,1%,0.1%,-4%,
COc1cccc(NC(=O)CN2C(=O)COc3ccc(C)cc32)c1,-3%,-10%,0%,0.2%,1%,
COc1ccc(-c2sc3ccc(OC)cc3c2-c2ccc(O)cc2)cc1,-11%,3%,10%,3.2%,.,
